Screening data as filed in PubChem BioAssay.
SW480 rerep – inducers of DNA re-replication in SW480 colon cancer cells; actives 1.8% (n = 340,000); AID 624297; Potency, µM (doses to about 46.1 µM), for the others: at the top dose re-replication activation, hits mostly activators; SW480 DNA re-replication, Hoechst DNA content imaging, 48 h; also: potency is read from the fitted curve at half-maximal effect; % of control where 0% means no effect; nearly all actives have a fitted effect of over 55% in size
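Cells (250 per well) received 23 nL compound or DMSO by pin tool and were kept 48 hr at 37 C, 5% CO2. Nuclei were then stained with Hoechst for 40 min and scanned for DNA content.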
HT1080 IDH1KD tx – kills HT-1080 cells with IDH1 knockdown. HT-1080 IDH1 knockdown viability, ATP luminescence, 48 h. AID 686971. Potency, µM (highest dose often 46.1 µM), for the others: top-dose activity, negative = toxicity, actives largely listed as cytotoxic. actives 2% (n = 360,000);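 also: potency is read from the fitted curve at half-maximal effect; 0% = DMSO wells and -100% = cell-free medium wells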
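Luminescent ATP read-out (CellTiter-Glo, 10 min at room temperature) after 48 h compound exposure at 37 °C gave viability of IDH1-knockdown HT-1080 cells. Activity was normalised to DMSO and cell-free wells, then fitted as concentration-response curves.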
HT1080NT lethal – kills 2HG-producing HT-1080-NT fibrosarcoma cells; HT-1080-NT fibrosarcoma viability, CellTiter-Glo ATP luminescence, 48 h; Potency, µM (highest dose often 46.1 µM), for inactives: at the highest dose activity, negative = less viability, most hits filed as cytotoxic; actives 1.6% (n = 360,000); AID 686970;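 also: NT is the 2HG producing partner of a matched IDH1 knockdown line; potency is read from the fitted curve at half-maximal effect; 0% = DMSO-treated cells and -100% = media-only wells without cells; nearly all actives have a fitted effect of over 55% in size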
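Viability by CellTiter-Glo luminescence after 48 h compound exposure at 37C of HT-1080-NT cells (750/well, RPMI, 5% FBS). % activity scaled between DMSO wells and medium-only wells, then curve-fitted and categorized by curve class.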
MCF10A rereplic – induces DNA re-replication in MCF 10a normal breast cells; AID 624296; MCF 10A DNA re-replication, Hoechst nuclear intensity, 48 h; actives 2.9% (n = 350,000); Potency, µM (highest dose often 46.1 µM), for inactives: at the top dose activity, positive = re-replication, usual class: activators; also: potency is read from the fitted curve at half-maximal effect; % of control where 0% means no effect; nearly all actives have a fitted effect of over 50% in size
ATXN2 expr inh – ATXN2 expression inhibition; AID 1745845; actives 0.72% (n = 360,000); Potency, µM (series often up to 57 µM), inactives show top-dose activity change, negative = inhibition, most hits filed as inhibitors; HEK-293 ATXN2-luciferase reporter, luminescence, 24 h; also: potency is read from the fitted curve at half-maximal effect; % is scaled to controls: 0 for no effect and ±100 for the full control effect; nearly all actives have a fitted effect of over 55% in size
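qHTS (up to 57 uM final) was run with 24 h compound exposure of reporter cells at 37 °C. Each well was multiplexed: SteadyGlo luminescence measured ATXN2-luciferase expression after a fluorogenic Gly-Phe-AFC viability readout (25 uM final).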
KB-V1 cytotox – kills drug-selected multidrug resistant KB-V1 cells | KB-V1 MDR cells viability, CellTiter-Glo, 72 h | Potency, µM (doses to about 46.1 µM), without a hit: at the highest dose activity change, negative = cytotoxicity, hits mostly cytotoxic | AID 1347076 | actives 3.4% (n = 400,000); also: potency is read from the fitted curve at half-maximal effect; % is scaled to controls: 0 for no effect and ±100 for the full control effect; nearly all actives have a fitted effect of over 60% in size
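KB-V1 cells (P-gp-expressing MDR subline of KB-3-1) in phenol-red-free DMEM with 10% FBS were exposed to library compounds over a concentration series for 72 h at 37 degrees C. Viability read by CellTiter-Glo luminescence; concentration-effect curves fitted after normalization.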
IL-1B inflam inh – inhibitors of inflammasome signaling (IL-1 beta secretion); THP-1 LPS/ATP IL-1B secretion, AlphaLISA, 16 h; stronger effect = lower value; activity change, % at 57.5 µM; actives 4.7% (n = 360,000); in the data active = activity change below about -50%; inconclusive = mostly about -30% to -49%; also: % is scaled to controls: 0 for no effect and ±100 for the full control effect
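THP-1 cells pretreated 1 hr with compounds (up to 57.5 uM final), then stimulated with LPS (250 ng/mL final) plus ATP (1.25 mM final); secreted IL-1B measured by AlphaLISA after 16 hr, decreased signal indicating inhibition.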
WRN helicase inh – inhibitors of human WRN helicase; Potency, µM (highest dose often 114 µM), for inactives: at the top dose activity change, negative = inhibition, usual class: inhibitors; actives 0.46% (n = 360,000); Q14191; AID 651768; WRN helicase unwinding, fluorescent forked duplex, kinetic; also: potency is read from the fitted curve at half-maximal effect; % is scaled to controls: 0 for no effect and ±100 for the full control effect; nearly all actives have a fitted effect of over 55% in size
Target sequence (Q14191 whole entry, looked up): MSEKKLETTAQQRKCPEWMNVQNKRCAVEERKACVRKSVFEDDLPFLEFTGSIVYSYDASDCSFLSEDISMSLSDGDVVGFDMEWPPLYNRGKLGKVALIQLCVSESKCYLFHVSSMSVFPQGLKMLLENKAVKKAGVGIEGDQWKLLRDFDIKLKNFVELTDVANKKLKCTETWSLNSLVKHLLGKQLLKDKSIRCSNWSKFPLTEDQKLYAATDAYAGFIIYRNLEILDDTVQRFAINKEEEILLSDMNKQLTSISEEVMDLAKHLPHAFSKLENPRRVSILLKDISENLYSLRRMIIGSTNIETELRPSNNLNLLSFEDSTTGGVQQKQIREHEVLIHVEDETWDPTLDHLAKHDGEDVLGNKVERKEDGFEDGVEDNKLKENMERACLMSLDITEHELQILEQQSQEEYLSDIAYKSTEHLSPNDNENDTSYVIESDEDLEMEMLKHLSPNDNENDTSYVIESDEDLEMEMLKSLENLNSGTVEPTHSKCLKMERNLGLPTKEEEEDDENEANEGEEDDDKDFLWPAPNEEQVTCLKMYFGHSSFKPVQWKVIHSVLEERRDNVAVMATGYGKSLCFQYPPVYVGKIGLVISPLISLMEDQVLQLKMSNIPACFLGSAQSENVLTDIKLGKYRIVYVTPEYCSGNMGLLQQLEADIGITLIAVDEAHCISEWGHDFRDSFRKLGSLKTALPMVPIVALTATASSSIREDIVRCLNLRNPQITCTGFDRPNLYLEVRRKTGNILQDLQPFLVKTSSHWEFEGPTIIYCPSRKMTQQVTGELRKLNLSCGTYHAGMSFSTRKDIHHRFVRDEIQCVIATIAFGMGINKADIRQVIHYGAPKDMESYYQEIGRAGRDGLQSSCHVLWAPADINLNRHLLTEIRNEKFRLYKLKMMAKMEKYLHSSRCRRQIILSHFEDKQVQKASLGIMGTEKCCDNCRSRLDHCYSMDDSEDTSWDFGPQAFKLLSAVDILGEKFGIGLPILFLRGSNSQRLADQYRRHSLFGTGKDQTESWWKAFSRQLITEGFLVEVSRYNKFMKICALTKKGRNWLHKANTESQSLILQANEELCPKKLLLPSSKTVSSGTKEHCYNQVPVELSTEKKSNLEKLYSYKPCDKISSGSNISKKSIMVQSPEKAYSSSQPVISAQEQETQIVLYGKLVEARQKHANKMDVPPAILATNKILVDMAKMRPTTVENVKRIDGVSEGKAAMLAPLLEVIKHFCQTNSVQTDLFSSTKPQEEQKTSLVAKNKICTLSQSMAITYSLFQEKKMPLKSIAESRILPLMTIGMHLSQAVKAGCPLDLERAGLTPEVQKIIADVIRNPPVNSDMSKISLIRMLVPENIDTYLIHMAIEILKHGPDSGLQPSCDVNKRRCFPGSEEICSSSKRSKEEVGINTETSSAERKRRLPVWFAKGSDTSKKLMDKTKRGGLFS
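Kinetic fluorescence helicase assay: unwinding of a quenched forked DNA duplex (100 nM final) with 2 mM ATP final raises red fluorescence (525/598 nm). Compounds sat 15 min at room temperature with 20 nM WRN beforehand.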
KB-3-1 cytotox – kills parental KB-3-1 adenocarcinoma cells; AID 1347075; Potency, µM (highest dose often 46.1 µM), without a hit: top-dose activity change, negative = cytotoxic, hits mostly cytotoxic; actives 1.4% (n = 400,000); KB-3-1 viability, CellTiter-Glo ATP luminescence, 72 h; also: potency is read from the fitted curve at half-maximal effect; % is scaled to controls: 0 for no effect and ±100 for the full control effect; nearly all actives have a fitted effect of over 60% in size
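Parental KB-3-1 viability, qHTS format: 72 h compound exposure, 37 °C; CellTiter-Glo; media-only wells and DMSO plates as controls; concentration-effect fits on corrected data.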
Numbers without * were called inactive; ? = inconclusive; . = not tested or not shown; [ ] = dose if it differs, or a comment. Unless noted, calls follow the shape of the dose curve; as a rule, active = well fitted curve in the direction sought with a large enough effect; inconclusive = small, poorly fitted or top-dose-only effect, or another doubt; inactive = no such curve, though single readings can be large; an effect the other way counts as inactive or inconclusive.

SMILES | SW480 rerep | HT1080 IDH1KD tx | HT1080NT lethal | MCF10A rereplic | ATXN2 expr inh | KB-V1 cytotox | IL-1B inflam inh | WRN helicase inh | KB-3-1 cytotox
C#CCOc1ccc(C2C3=C(CC(C)(C)CC3=O)N(CC(=O)O)C3=C2C(=O)CC(C)(C)C3)cc1 | 4% | 15% | -4% | ? | -19% | ? | 11 | -4% | 7%
Cc1ccc2c(c1)N(S(=O)(=O)c1cc(-c3cc(C)no3)ccc1C)CCO2 | ? | -23% | ? | ? | . | -3% | 32 | -15% | ?
c1cnc2ccc(C(c3nnnn3C3CCCCC3)N3CCCCC3)cc2c1 (stereo not given) | 5% | -8% | -6% | 0% | -7% | -22% | -15 | -2% | -7%
Cc1ccc2nc(SCC(=O)Nc3ccccc3N3CCOCC3)c(C#N)cc2c1 | ? | ? | ? | ? | 0% | -23% | -3 | -8% | ?
CC(C)OCc1c(C(=O)OC/C(O)=C(\C#N)c2nc3ccccc3[nH]2)oc2ccccc12 | ? | 28% | 15% | 30% | -24% | 18% | 21 | -7% | 0%
COc1ccc(C2c3ccc(O)cc3Oc3ncn4nc(-c5ccccn5)nc4c32)cc1OC (stereo not given) | 2% | -12% | -4% | 0% | -3% | 2% | 34 | -1% | -5%
COc1ccc(C(C)=O)cc1COC(=O)CNC(=O)c1cc(C)cc(C)c1 | -10% | 13% | -1% | 0% | -18% | 4% | 10 | 0% | -2%
CC(C)CC(=O)Nc1cccc(-c2cn3ccsc3n2)c1 | 2% | 11% | 14% | 2% | 23% | 1% | -7 | -3% | -2%
O=C(CCNC(=O)c1ccccc1)NCCc1ccc(Cl)cc1 | 12% | -1% | -2% | 4% | -5% | 12% | 2 | 1% | 1%
CCOCCn1ccc2c(OCC(=O)Nc3ccc(OC)c(OC)c3)cccc2c1=O | ? | -2% | -21% | 26% | ? | ? | 15 | -6% | -7%
O=C(Nc1ccc(O)cc1C(=O)O)c1cccc(Br)c1 | -2% | -2% | -1% | 2% | -9% | 22% | ? | -24% | 1%
O=C(COc1ccc(Cl)cc1Cl)N(C1CCCCC1)C1CCS(=O)(=O)C1 (stereo not given) | ? | -1% | 0% | -3% | 7% | . | -10 | -23% | .
O=C(COC(=O)Cn1[nH]c(=O)c2ccccc2c1=O)NNC(=O)c1ccccc1 | ? | 1% | -1% | 2% | 6% | 3% | 1 | -3% | 11%
CCN1CCN(C(c2cccs2)C(C)NC(=O)NC2CCCCC2)CC1 (stereo not given) | -8% | 12% | 0% | -1% | -8% | 30% | -9 | 2% | 7%
C[C@@H](C(=O)NCc1ccccn1)[C@H]1C[C@]1(C)[C@H](NC(=O)OCc1ccccc1)c1ccccc1 | -2% | 1% | -9% | 21µM* | -35% | ? | -24 | -7% | -29%
COc1ccc(-c2[nH]ncc2CN2CCCC(C(=O)c3cccc(OC)c3)C2)cc1 (stereo not given) | -9% | -20% | -23% | 13% | 0% | -21% | -19 | -3% | -8%
Cc1ccc(NC(=O)CC2C(=O)NCCN2C(=S)Nc2ccccc2)c(C)c1 (stereo not given) | 7% | -2% | 3% | 0% | -1% | -12% | 0 | -5% | 3%
COCCNC(=S)N/N=C(\C)c1ccc2cc(OC)ccc2c1 | ? | -25% | -15% | ? | -15% | -24% | -88* | -30%[57.1 µM] | ?
CCCC[C@@H]1C[C@H]1[C@@H](NC(=O)c1ccco1)c1ccc(C(=O)OC)cc1 | 0% | 14% | ? | 10% | -11% | 2% | 3 | -18% | -10%
Cc1[nH]c2ccccc2c1C(c1ccccn1)N1CCC(C)CC1 (stereo not given) | 15% | 8% | 3% | 19% | 25% | ? | -107* | -10% | 18µM*
CCCCC(CCc1ccccn1)C(=O)c1ccccc1 (stereo not given) | -3% | -2% | 6% | ? | 20% | 16µM* | -3 | 1% | -13%
COc1cc(NC(=O)CCn2c(=S)[nH]c3ccccc3c2=O)cc(OC)c1OC | . | 6% | 11% | . | . | 5% | -10 | 2% | 3%
Cc1ccc(S(=O)(=O)C[C@@H]2OC[C@H](C)N2S(=O)(=O)c2ccc(C)cc2)cc1 | . | -19% | -9% | . | . | ? | 0 | 4% | -16%
O=C(CCN=C1NS(=O)(=O)c2ccccc21)OCc1nnc(-c2ccc([N+](=O)[O-])cc2)o1 | 0% | 5% | 0% | -8% | 5% | . | 9 | -24% | .
N#CCSc1nnc2sc3ccccc3n12 | 1% | 5% | 2% | -5% | -10% | -12% | 1 | -3% | 3%

(more compounds)
SMILES | SW480 rerep | HT1080 IDH1KD tx | HT1080NT lethal | MCF10A rereplic | ATXN2 expr inh | KB-V1 cytotox | IL-1B inflam inh | WRN helicase inh | KB-3-1 cytotox
Cc1nc(NC(=O)CSc2nccn2C)sc1C(=O)N(C)C | -4% | 13% | 2% | -1% | 10% | -12% | -5 | -16% | 28%
CC(C)CC(=O)NC1(C(F)(F)F)C(=O)Nc2c1c(=O)[nH]c(=O)n2Cc1ccco1 (stereo not given) | 4% | 6% | 5% | 18% | -1% | 1% | 19 | -6% | 2%
COC(=O)c1cc(NC(=O)CN(c2cccc(OC)c2)S(=O)(=O)c2ccccc2)ccc1Cl | 2% | -14% | -6% | 19% | -14% | 1.5µM* | 10 | -9% | 16µM*
O=C(Nc1c2c(nn1-c1ccc(F)cc1)CS(=O)(=O)C2)C1CCCC1 | -3% | 13% | 7% | 1% | 4% | -1% | -8 | -2%[57.1 µM] | -17%
OCCNc1ccc(Cl)cc1 | -9% | 10% | 2% | -5% | 0% | 10% | 6 | 6% | -12%
O=S(=O)(Nc1c(S(=O)(=O)c2ccccc2)c2nc3ccccc3nc2n1C1CCCCC1)c1ccccc1 | 14% | 16µM* | ? | 2.9µM* | -20% | 20% | -69* | -33% | 13%
O=C(O)CC(SCC(=O)Nc1ccc(S(=O)(=O)N2CCCC2)cc1)C(=O)O (stereo not given) | -22% | 17% | ? | 9% | 15% | -2% | 22 | -8% | 2%
N/C(=N\OS(=O)(=O)c1ccccc1)c1ccccn1 | 1% | 13% | 8% | ? | 7% | -6% | 20 | 0% | 3%
CC(NC(=O)c1ccccc1Cl)NC(=O)c1ccccc1Cl | ? | -3% | -6% | ? | -11% | ? | -14 | -9% | -12%
CCOC(=S)SCC(=O)N1CCc2ccccc2C1C1C(=O)CC(C)(C)CC1=O (stereo not given) | 0% | 16% | 13% | -3% | 7% | -24% | -21 | 3% | 0%
COCCn1nnnc1CN1CCC(C)CC1 | -3% | 5% | 6% | 0% | 5% | 9% | 35 | 8% | 2%
COc1ccc(CCN2CN(S(=O)(=O)c3ccc(C)cc3)c3nc4ccccc4nc32)cc1OC | 3% | -2% | 6% | -7% | -5% | -13% | 6 | 5% | -7%
COc1ccc(NC(C)=O)cc1NC(=O)CN1CCN(c2ccccn2)CC1 | -1% | 1% | -2% | -4% | 11% | -7% | -7 | -18% | -2%
O=C(O)CSc1nnc(-c2ccc(Cl)cc2Cl)n1Cc1ccccc1 | -26% | 22% | 20% | 1% | 1% | 25% | 10 | -3% | 5%
CCOc1c(Nc2ccccc2O)c(=O)c1=O | -2% | -2% | -1% | -2% | 8% | 20% | 3 | -11% | 6%
COCCCNS(=O)(=O)c1ccc(Cl)c(C(F)(F)F)c1 | -2% | 2% | -1% | 3% | . | -6% | -3 | -2% | -16%
Cc1ccccc1N1CCN(C(=O)C2CCCCC2)CC1 | 0% | -3% | -4% | 8% | -20% | -6% | -12 | -18% | -18%
Cc1cccc(C(=O)O/N=C(\N)c2cccc([N+](=O)[O-])c2)c1 | -10% | -4% | 10% | -5% | 46%[activator] | -18% | -12 | -13% | 15%
COc1cc(NC(=O)c2cc(-c3cccnc3)nc3ccc(Br)cc23)cc(OC)c1 | -3% | 2% | 3% | 16µM* | -21% | -26% | 8 | 1% | ?
Nc1n[nH]c(N)c1N=Nc1ccc2c(c1)OCO2 | 2% | 0% | -3% | 1% | . | ? | ? | -3% | -3%
COc1ccc(OC)c(CN2CCN(C(=O)CNC(=O)c3ccccc3F)CC2)c1 | -4% | 3% | 21% | 6% | -6% | -13% | -2 | -3% | 5%
COc1ccc(-c2nnc(SCC(=O)N3CCOCC3)n2C)cc1OC | 1% | 12% | 11% | 1% | -19% | 14% | 7 | -2% | -5%
Cc1oc2c(CN3CCCC3)c(O)ccc2c(=O)c1-c1ccc(Br)cc1 | -6% | 0% | 2% | -5% | -7% | 3% | 36 | -4% | 2%
COc1ccccc1C(=O)NCC(=O)OCC(=O)c1ccc(Cl)s1 | -1% | 1% | 2% | 1% | -4% | 8% | -4 | -16% | 20%
COc1cccc(C(=O)NC(=S)Nc2nnn(C)n2)c1 | -3% | 18% | 19% | -10% | 7% | ? | 2 | 6% | 34%
CS(=O)c1ccccc1-c1nc(-c2cccc(Cl)c2)no1 (stereo not given) | -10% | -15% | -12% | 12% | -21%[11.3 µM] | -8% | -29 | 0% | 3%

In the list so far, four have fluorine.
SMILES | SW480 rerep | HT1080 IDH1KD tx | HT1080NT lethal | MCF10A rereplic | ATXN2 expr inh | KB-V1 cytotox | IL-1B inflam inh | WRN helicase inh | KB-3-1 cytotox
CC(C)CC(=O)NC1(C(F)(F)F)C(=O)Nc2c1c(=O)[nH]c(=O)n2Cc1ccco1 (stereo not given) | 4% | 6% | 5% | 18% | -1% | 1% | 19 | -6% | 2%
O=C(Nc1c2c(nn1-c1ccc(F)cc1)CS(=O)(=O)C2)C1CCCC1 | -3% | 13% | 7% | 1% | 4% | -1% | -8 | -2%[57.1 µM] | -17%
COCCCNS(=O)(=O)c1ccc(Cl)c(C(F)(F)F)c1 | -2% | 2% | -1% | 3% | . | -6% | -3 | -2% | -16%
COc1ccc(OC)c(CN2CCN(C(=O)CNC(=O)c3ccccc3F)CC2)c1 | -4% | 3% | 21% | 6% | -6% | -13% | -2 | -3% | 5%
